Screening results from PubChem BioAssay.
PglD DTNB: blocks C. jejuni PglD acetyltransferase activity. purified PglD enzyme, DTNB colorimetric CoA detection. inhibition, % at 12.5 µM. 360,000 tested, 0.098% active. AID 602405; in the data active means inhibition above about 16%, passing the limit was not always enough; further: strong numbers were not always called active
PGC1a acetyl inh: lowers PGC1a acetylation signal in U2OS cells | AlphaScreen anti-acetyl-lysine; with virally co-expressed GCN5 acetyltransferase | inhibition, % at 15.6 µM | 350,000 tested, 0.17% active | AID 651687;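 active means every replicate shows inhibition of at least 40%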;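 further: 0% = neutral control wells and 100% = positive control wells; some results beyond the cut were filed as inactive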
S100A4 MyoIIA: blocks human S100A4 binding to myosin IIA peptide; P26447; S100A4/TAMRA-MyoIIA peptide fluorescence polarization; inhibition, % at 10.7 µM; 360,000 tested, 0.14% active;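 active means mean inhibition of at least 70% across replicates, with every replicate also reaching that level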
Target sequence (P26447 whole entry, looked up): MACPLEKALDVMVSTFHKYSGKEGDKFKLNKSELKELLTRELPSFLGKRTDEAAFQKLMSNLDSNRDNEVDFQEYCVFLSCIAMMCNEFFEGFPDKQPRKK
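Compound dosing: one dose per compound; test system: human S100A4 monomer with TAMRA-labelled myosin IIA peptide; probe or stimulus: TAMRA-labelled myosin IIA heavy-chain peptide probe, 5 nM; medium: HEPES buffer with Ca2+, pH 7.2; schedule: 5 min incubation before reading; benchmarks: neutral control DMSO, positive control TFP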
PAX8 reporter: lowers PAX8-driven luciferase in RMG-I cells; RMG-I TPO-luciferase reporter, SteadyGlo, 24 h; inhibition, % at 12.6 µM; 360,000 tested, 1.2% active; AID 652154;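 active means mean replicate inhibition at least 60% with every replicate also reaching 60%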;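 further: luciferase light reporting Pax8 driven TPO promoter activity; plate controls were median of neutral control wells for no effect and mitoxantrone controls for full effect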
FN deposit inh: fibronectin deposition inhibition. inhibition, % at 12.6 µM. AH1F fibroblasts, Alexa488-fibronectin deposition fluorescence, overnight. 350,000 tested, 0.086% active. AID 743247;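 active means mean inhibition across replicates of 30% or more, regardless of how many single replicates reach that level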;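 further: positive control wells lacked labelled fibronectin entirely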
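Schedule: 1 h cell adhesion before compound, then overnight fibronectin incubation; test system: AH1F fibroblast monolayer depositing Alexa488-labelled fibronectin into matrix; quantity: 10000 AH1F cells per well; probe or stimulus: fluorescent fibronectin at 24 nM final; signal: fluorescence, ex 485 nm, em 525 nm; evaluation: percent inhibition as loss of matrix-bound fibronectin fluorescence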
EWS-Fli block: blocks EWS/Fli oncoprotein-driven transcription; inhibition, % at 12.6 µM; 350,000 tested, 0.67% active; AID 651661; A673 NR0B1-luciferase reporter, viability-normalised;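 active means mean inhibition of at least 50% after viability correction, with every replicate also passing that limit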;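 further: firefly luciferase signal divided by Alamar Blue viability fluorescence both relative to DMSO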
ERAP1 inh: inhibitors of human ERAP1 aminopeptidase; Q9NZ08; recombinant ERAP1, Leu-AMC fluorescence, 60 min; inhibition, % at 10.7 µM; 340,000 tested, 0.15% active; AID 652197;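 active means mean replicate inhibition of at least 30%, or all replicates individually reaching that 30% level; inactive means mean below 30% and not every replicate reaching it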;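 further: 0% = neutral control wells and 100% = L-leucinethiol positive control wells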
Target sequence (Q9NZ08 whole entry, looked up): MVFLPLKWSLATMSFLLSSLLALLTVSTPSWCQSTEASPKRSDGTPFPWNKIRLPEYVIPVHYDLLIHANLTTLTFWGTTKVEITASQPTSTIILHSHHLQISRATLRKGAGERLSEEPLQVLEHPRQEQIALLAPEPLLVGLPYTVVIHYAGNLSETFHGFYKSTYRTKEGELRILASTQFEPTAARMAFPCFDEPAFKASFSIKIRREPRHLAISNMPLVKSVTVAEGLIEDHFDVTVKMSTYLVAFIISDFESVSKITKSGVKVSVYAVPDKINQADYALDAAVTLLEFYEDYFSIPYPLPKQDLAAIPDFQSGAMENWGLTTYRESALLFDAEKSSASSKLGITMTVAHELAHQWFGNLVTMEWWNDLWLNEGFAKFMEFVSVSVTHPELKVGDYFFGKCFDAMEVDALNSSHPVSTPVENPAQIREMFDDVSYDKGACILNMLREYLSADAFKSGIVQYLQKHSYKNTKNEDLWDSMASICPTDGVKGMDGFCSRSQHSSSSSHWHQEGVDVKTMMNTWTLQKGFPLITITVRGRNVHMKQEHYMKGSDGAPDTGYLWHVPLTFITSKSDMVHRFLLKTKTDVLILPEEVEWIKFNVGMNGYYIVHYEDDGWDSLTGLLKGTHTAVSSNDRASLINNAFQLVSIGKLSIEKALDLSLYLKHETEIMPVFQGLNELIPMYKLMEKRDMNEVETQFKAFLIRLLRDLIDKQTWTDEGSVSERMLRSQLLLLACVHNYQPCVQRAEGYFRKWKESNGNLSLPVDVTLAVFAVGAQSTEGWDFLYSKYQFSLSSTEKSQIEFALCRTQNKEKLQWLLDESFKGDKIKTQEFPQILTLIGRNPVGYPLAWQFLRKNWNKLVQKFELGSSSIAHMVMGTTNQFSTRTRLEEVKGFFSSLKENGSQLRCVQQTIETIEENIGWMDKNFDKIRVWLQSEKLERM
LGR2 antag: blocks bursicon-induced cAMP signaling via Drosophila LGR2; HEK293 LGR2, CRE-luciferase, bursicon-stimulated, 4 h; inhibition, % at 9.99 µM; 380,000 tested, 0.35% active; AID 720647;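 active means drop in luminescence signal, shown as inhibition above about 50% in the replicate tests, limit read from the data, passing the limit was not always enough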;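 further: agonist challenge used bursicon conditioned medium at about half maximal strength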
An asterisk follows results filed as active; / = not tested or not shown; & = joins results of further samples.

#1 O=C(C1CCC(CNS(=O)(=O)c2cccc3nsnc23)CC1)N1CC=C(c2ccccc2)CC1 (stereo not given)
#2 CC(C)=NNc1nc(-c2ccc([N+](=O)[O-])cc2)cs1
#3 CC1(Cc2c(Cl)cccc2Cl)C(=O)Nc2cc(-c3ccccc3Cl)ccc21 (stereo not given)
#4 C[C@H](NC(=O)[C@H]1[C@H](CO)[C@H]2Cn3c(cccc3=O)[C@H]2N1CC1CCCCC1)c1ccccc1
#5 C#Cc1ccc([C@H]2C=C(C(=O)N3CCN(Cc4ccc5c(c4)OCO5)CC3)O[C@@H](OCC)[C@@H]2CCCO)cc1
#6 OC[C@H]1O[C@@H](c2nc(-c3nc(-c4ccc(F)cc4)no3)cs2)[C@H](O)[C@@H](O)[C@H]1O
#7 C[C@@H]1CN([C@H](C)CO)C(=O)c2cccc(NS(=O)(=O)c3cn(C)cn3)c2O[C@@H]1CN(C)C
#8 CCOc1ccc(Br)cc1S(=O)(=O)Nc1cccnc1

assay / entry,1,2,3,4,5,6,7,8
PglD DTNB,5,/,0,/,-1&2,-19,-4,4
PGC1a acetyl inh,-6,-1,-4,-3,-6&0,0,-1,9
S100A4 MyoIIA,1,-7,-2,-2,-9&-3,-5,0,4
PAX8 reporter,26,-26,-5,22,6,-50,5,-5
FN deposit inh,-2,-1,-10,/,15,4,-10,6
EWS-Fli block,12,-44,4,/,3&-8,-24,8,6
ERAP1 inh,/,0,2,0,-2&0,-2,0,-5
LGR2 antag,15,-50,6,13,31,1,-13,11

In the list so far, these have a halogen.
#3 CC1(Cc2c(Cl)cccc2Cl)C(=O)Nc2cc(-c3ccccc3Cl)ccc21 (stereo not given)
#6 OC[C@H]1O[C@@H](c2nc(-c3nc(-c4ccc(F)cc4)no3)cs2)[C@H](O)[C@@H](O)[C@H]1O
#8 CCOc1ccc(Br)cc1S(=O)(=O)Nc1cccnc1

assay / entry,3,6,8
PglD DTNB,0,-19,4
PGC1a acetyl inh,-4,0,9
S100A4 MyoIIA,-2,-5,4
PAX8 reporter,-5,-50,-5
FN deposit inh,-10,4,6
EWS-Fli block,4,-24,6
ERAP1 inh,2,-2,-5
LGR2 antag,6,1,11

Remaining list, next part
#9 CCCCCC(=O)Nc1ccc(C(=O)CN2C(=O)NC3(CCCCCC3)C2=O)cc1
#10 C[C@@H]1CN([C@@H](C)CO)C(=O)Cc2cc(NC(=O)Nc3ccc(F)cc3)ccc2O[C@H]1CN(C)C(=O)Nc1ccc(C(F)(F)F)cc1
#11 O=C1CN(C(=O)/C=C/c2ccc(Br)cc2)CCN1
#12 CCN(C(=O)CSc1nccc(=O)[nH]1)C1CCCCC1
#13 CCCC(=O)Nc1sc2c(c1C(=O)OC)C(C(=O)OC)CC2 (stereo not given)
#14 CCCC(=O)N1CCN(c2nnc(-c3ccc(C)cc3)c3ccccc23)CC1
#15 Nc1ccccc1OCP(=O)(c1ccccc1)c1ccccc1
#16 COc1ccc(C(=O)NCC(=O)OCC(=O)N2N=C(c3ccc(Cl)cc3)CC2c2ccco2)cc1OC (stereo not given)

assay / entry,9,10,11,12,13,14,15,16
PglD DTNB,5,2,0,-3,-2,6,/,16
PGC1a acetyl inh,-8,-3,-5,2,0,/,/,-3
S100A4 MyoIIA,2,/,-5,-6,/,-2,2,2
PAX8 reporter,0,26,-14,1,-8,33,5,-20
FN deposit inh,1,/,-4,4,-3,4,2,4
EWS-Fli block,-13,19,2,-4,/,-5,-1,8
ERAP1 inh,-1,/,4,-1,/,2,3,-3
LGR2 antag,-8,0,-15,-10,/,-6,/,/

Continued; it opens with the 2 that closed the last part.
#15 Nc1ccccc1OCP(=O)(c1ccccc1)c1ccccc1
#16 COc1ccc(C(=O)NCC(=O)OCC(=O)N2N=C(c3ccc(Cl)cc3)CC2c2ccco2)cc1OC (stereo not given)
#17 CC(C)[C@H]1COCCS(=O)(=O)N1Cc1ccccc1-c1ccc(F)cc1
#18 c1coc(CNc2nc(-c3ccncc3)cs2)c1
#19 O=C1C=C(C#Cc2ccccc2)C[C@@H](c2ccc(F)cc2)C1
#20 COc1ccc(CN2C(=O)CS/C2=N/N=C/c2cccs2)cc1
#21 O=C1CCC(C(=O)N(Cc2cccs2)C2(C(=O)NC3CCCCC3)CCCCC2)N1 (stereo not given)
#22 CC(C)NC(=O)Nc1ccc2c(c1)C(=O)N([C@@H](C)CO)C[C@@H](C)[C@H](CN(C)Cc1ccccc1)O2
#23 Cc1cccc(N(C(=O)CNC(=O)c2ccco2)C(C(=O)NC2CCCCC2)c2cccnc2)c1 (stereo not given)
#24 Cc1cccc(C=NNc2cc(C)c3cccc(C)c3n2)n1

assay / entry,15,16,17,18,19,20,21,22,23,24
PglD DTNB,/,16,-2,-1,-4,2,/,-1,-5,/
PGC1a acetyl inh,/,-3,-14,1,27,-2,-13,12,/,/
S100A4 MyoIIA,2,2,3,/,-2,-5,-22,1,0,3
PAX8 reporter,5,-20,2,-131,15,-17,20,25,5,-114
FN deposit inh,2,4,-55,-22,-10,6,-12,/,-2,/
EWS-Fli block,-1,8,4,/,3,-16,10,-14,2,-94
ERAP1 inh,3,-3,/,/,9,1,7,0,4,0
LGR2 antag,/,/,-10,/,1,/,12,10,20,-76

#25 CCC1(c2ccc(F)cc2)NC(=O)N(CC(=O)N2CCc3ccccc3C2)C1=O (stereo not given)
#26 C[C@@H]1CCCCO[C@@H](CN(C)CC2CC2)[C@H](C)CN([C@@H](C)CO)C(=O)c2cc(NC(=O)Nc3cccc4ccccc34)ccc2O1
#27 CC(C)CC1C(=O)N(Cc2cn(CCC3OCCO3)nn2)CCS(=O)(=O)N1Cc1ccc(-c2cccc(N(C)C)c2)cc1 (stereo not given)
#28 CO[C@H]1CN(C)C(=O)c2ccc(NC(=O)c3ccccc3F)cc2OC[C@@H](C)N(C(C)=O)C[C@H]1C
#29 O=C(COC(=O)Cc1ccc(Br)cc1)Nc1ccc(Cl)cn1
#30 CCC(C)(C)NC(=O)C1CCCN1C(=O)NC1CCCCC1 (stereo not given)
#31 O=C(NCc1ccco1)C1CCN(c2nnc(-n3cccc3)s2)CC1
#32 CSCCC(NS(=O)(=O)c1ccc(C)c(C(=O)O)c1)C(=O)O (stereo not given)

assay / entry,25,26,27,28,29,30,31,32
PglD DTNB,/,1,/,10,-4,/,2,/
PGC1a acetyl inh,/,9,0,5,1,11,-4,/
S100A4 MyoIIA,0,/,27,-12,-4,21,-3,-1
PAX8 reporter,16,-5,8,6,-7,-10,-8,2
FN deposit inh,0,/,-11,14,5,-7,-4,/
EWS-Fli block,1,-14,-1,-14,1,8,-17,-6
ERAP1 inh,2,/,0,4,2,-2,9,2
LGR2 antag,-1,5,-5,-15,9,-11,-2,-7

#33 O=C(O)C[C@H]1C=C[C@@H](NC(=O)CCN2CCCCC2)[C@@H](CO)O1
#34 CC1CCN(C(=O)/C(=C\c2ccccc2F)NC(=O)c2ccccc2)CC1
#35 CC(C)(C)NC(=O)Nc1ccc(Cn2cc(C(F)(F)F)ccc2=O)cc1
#36 N#Cc1c2n(c(=S)n(-c3ccccc3[N+](=O)[O-])c1=O)CCCCC2
#37 COc1ccccc1CN(C)C(=O)COC(=O)c1c(C)noc1C
#38 Cc1cccc(OCC(=O)OCC(=O)NCC2CCCO2)c1C (stereo not given)
#39 Cc1cccc(N2CCN(c3cccc(C)c3)C2c2cccnc2)c1
#40 COCCNC(=S)N1CCC(C(=O)c2ccc(F)cc2)CC1

assay / entry,33,34,35,36,37,38,39,40
PglD DTNB,/,-10,/,/,5,-2,-3,2
PGC1a acetyl inh,-5,/,-10,/,7,2,9,-30
S100A4 MyoIIA,0,1,2,-4,-2,-6,/,-2
PAX8 reporter,2,-9,1,12,/,3,-28,13
FN deposit inh,8,2,0,-6,3,1,3,0
EWS-Fli block,/,5,-7,-4,-3,-3,/,11
ERAP1 inh,0,0,11,1,4,-1,/,-2
LGR2 antag,15,-2,9,-11,-2,1,/,-5

#41 O=C(/C=C/c1ccc(S(=O)(=O)N2CCOCC2)cc1)NC(=S)Nc1ccc(Cl)cc1Cl
#42 C/C=C/c1ccc([C@H]2[C@H]3CN(C(=O)c4cnccn4)CC(=O)N3[C@H]2CO)cc1
#43 COc1ccc(S(=O)(=O)N(C)C[C@@H]2Oc3ccc(NC(=O)NC4CCCCC4)cc3CC(=O)N([C@H](C)CO)C[C@@H]2C)cc1
#44 C[C@H]1CN([C@@H](C)CO)S(=O)(=O)c2ccc(C#CCC3CCCC3)cc2O[C@@H]1CN(C)C(=O)c1cnccn1
#45 C[C@H]1CN([C@@H](C)CO)C(=O)c2cc(NC(=O)Nc3ccccc3)ccc2O[C@@H]1CN(C)Cc1ccc(Oc2ccccc2)cc1
#46 Cc1ccc(-c2nc(CS(=O)CC(=O)NCc3ccccn3)c(C)o2)cc1 (stereo not given)
#47 O=C(NCc1ccccn1)[C@@H]1[C@@H](CO)[C@@H]2Cn3c(ccc(/C=C/c4ccccc4)c3=O)[C@H]1N2CC1CC1
#48 O=C(NCCCN1CCOCC1)c1ccccc1-c1ccccc1

assay / entry,41,42,43,44,45,46,47,48
PglD DTNB,/,/,-2,4,2,1,-2,0
PGC1a acetyl inh,/,7,11,0,-6,-9,/,9
S100A4 MyoIIA,-2,1,-12,-3,21,-1,-7,/
PAX8 reporter,17,/,/,/,1,-2,8,20
FN deposit inh,4,/,-3,13,/,10,/,2
EWS-Fli block,-8,/,-8,16,2,0,1,/
ERAP1 inh,-1,-1,-2,-1,1,1,-141,/
LGR2 antag,/,-11,11,12,3,0,-7,/

#49 Cc1cc(-c2nnc(SCC(=O)Nc3ccccc3)n2C)no1
#50 CCOC(=O)C1(C)NC(c2ccco2)C2C(=O)N(C)C(=O)C21 (stereo not given)
#51 Cc1cc(-c2ccccc2)nc(Nc2nc3c(C)cccc3c(=O)[nH]2)n1
#52 CCOc1ccc(N=C2NC(=O)CS2)cc1
#53 Cc1cc(C)c(S(=O)(=O)Nc2cccc(/C=C/C(=O)O)c2)c(C)c1
#54 CCN(CC(=O)Nc1ccc(NC(C)=O)cc1)C(=O)Cc1ccccc1F
#55 CCOC(=O)c1ccc(CC(=O)c2ccc(O)c(O)c2O)o1
#56 COC(=O)[C@@]12C[C@@H](CC(=O)NCCC(C)C)C(=O)N(Cc3ccco3)C1=CCC(C)(C)C2
#57 COc1ccc(Cc2noc(CN3CCN(c4ccc(Cl)cn4)CC3)n2)cc1OC
#58 CNC[C@@H]1Oc2c(NC(=O)Nc3ccc(C(F)(F)F)cc3)cccc2C(=O)N([C@H](C)CO)C[C@H]1C
#59 CCN(C(=O)CSc1nnc(-c2ccncc2)n1-c1ccccc1)C1CCS(=O)(=O)C1 (stereo not given)

assay / entry,49,50,51,52,53,54,55,56,57,58,59
PglD DTNB,/,/,/,3,1,0,/,/,-1,2,/
PGC1a acetyl inh,/,-5,-5,/,-4,/,-1,/,-5,1,8
S100A4 MyoIIA,-1,0,-5,2,/,-4,1,0,-7,-2,-9
PAX8 reporter,-9,12,-20,28,-7,15,16,5,15,13,15
FN deposit inh,7,0,20,11,3,9,-16,1,0,1,/
EWS-Fli block,7,7,-58,9,/,-8,5,-23,10,2,4
ERAP1 inh,-1,10,-2,/,/,1,5,-1,-1,0,0
LGR2 antag,8,7,-11,16,-20,-3,5,13,19,9,8

The order is random; any-hit rate near 2.1%.
